Screening data from PubChem BioAssay.
ALDH1A1 block: blocks purified human ALDH1A1 activity; Purified ALDH1A1, NADH fluorescence, propionaldehyde substrate; Potency, µM (highest dose often 75.3 µM), without a hit: at the highest dose activity, negative = inhibition, most hits filed as inhibitors; 7.3% of 220,000 active; AID 1030; active = well fitted inhibition curve with a large enough effect, not every such curve was filed as active; inconclusive = small, poorly fitted or top-dose-only effect, or another doubt; inactive = no such curve, though single readings can be large or run the other way;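 also: plate controls were no enzyme wells and a reference inhibitor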
Target sequence (P00352 whole entry, looked up): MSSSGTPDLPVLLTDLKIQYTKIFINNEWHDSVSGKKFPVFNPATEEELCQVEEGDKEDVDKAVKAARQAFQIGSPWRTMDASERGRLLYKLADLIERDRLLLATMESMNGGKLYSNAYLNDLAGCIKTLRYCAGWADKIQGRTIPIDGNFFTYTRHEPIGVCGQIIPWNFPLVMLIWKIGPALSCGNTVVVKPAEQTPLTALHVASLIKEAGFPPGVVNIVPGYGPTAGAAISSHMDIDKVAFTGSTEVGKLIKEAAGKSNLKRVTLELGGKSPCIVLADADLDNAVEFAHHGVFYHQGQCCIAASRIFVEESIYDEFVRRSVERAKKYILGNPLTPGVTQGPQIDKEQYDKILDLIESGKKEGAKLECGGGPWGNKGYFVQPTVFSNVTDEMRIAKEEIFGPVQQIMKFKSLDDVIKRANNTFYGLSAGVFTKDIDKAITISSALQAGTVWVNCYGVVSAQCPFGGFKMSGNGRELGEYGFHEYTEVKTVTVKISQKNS
aGlu spleen mod: inhibitors or activators of human alpha-glucosidase in spleen homogenate. P10253. 0.006% of 240,000 active. AID 2112. human spleen homogenate, 4-MU-alpha-glucoside fluorescence. Potency, µM (top dose mostly 79.9 µM), for the others: at the top dose activity change, negative = inhibition, usual class: inhibitors;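 also: 0% = enzyme with vehicle and -100% = no enzyme basal signal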
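Compounds were titrated against alpha-glucosidase in spleen homogenate at pH 5.0, with 1 mM 4-methylumbelliferyl substrate for 40 min at 37 C. Reactions were quenched with pH 10 NaOH/glycine and fluorescence measured.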
GoLoco inh red: blocks human Gai1 binding to RGS12 GoLoco peptide, red readout | P63096 | Gai1:RGS12 GoLoco peptide FP, rhodamine, 10 min | Potency, µM (doses to about 61.6 µM), inactives show at the highest dose activity, negative = inhibition, most hits filed as inhibitors | 0.44% of 230,000 active; active = well fitted inhibition curve with a large enough effect, not every such curve was filed as active; inactive = no such curve, though single readings can be large or run the other way; also: % is scaled to controls: 0 for no effect and ±100 for the full control effect; nearly all actives have a fitted effect of over 30% in size; many of its hits are not listed in these tables
GAA inhib: inhibitors of human lysosomal alpha-glucosidase | 0.005% of 200,000 active | P10253 | purified human GAA, 4-MU-alpha-glucoside fluorescence | AID 1466 | Potency, µM (series often up to 76.9 µM), for inactives: top-dose activity change, negative = inhibition, hits mostly inhibitors;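 also: plate controls were uninhibited enzyme wells for no effect and no-enzyme background for full effect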
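AC50 values come from Hill fits of compound titrations (up to 77 uM) against 4 nM human enzyme. Substrate 4-methylumbelliferyl-alpha-D-pyranoside at 400 uM, pH 5.0 citrate buffer, 20 min room temperature; fluorescence Ex 365/Em 440 after alkaline stop.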
KDM4E inh: inhibitors of human JMJD2E histone demethylase. Potency, µM (highest dose often 57.1 µM), without a hit: at the highest dose activity change, negative = inhibition, actives largely listed as inhibitors. B2RXH2. AID 2147. JMJD2E catalytic domain, FDH-coupled NADH fluorescence (FDH is formaldehyde dehydrogenase). 1.6% of 230,000 active; active = well fitted inhibition curve with a large enough effect, not every such curve was filed as active; inconclusive = small, poorly fitted or top-dose-only effect, or another doubt; inactive = no such curve, though single readings can be large or run the other way;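 also: 0% = wells with enzyme and -100% = buffer wells without enzyme; nearly all actives have a fitted effect of over 50% in size; many of its hits are not listed in these tables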
SMN2 splice enh: increases expression of the SMN2 splice variant; AID 1458; HEK293 SMN2-luciferase splicing reporter, luminescence, 30-36 h; Potency, µM (titrated, usually from 46.1 µM), for the others: top-dose activity change, positive = activation, usual class: activators; 2.8% of 210,000 active; also: % of control where 0% means no effect; nearly all actives have a fitted effect of over 55% in size
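HEK293 cells carry an SMN2 minigene-luciferase reporter in which exon 7 inclusion puts luciferase in frame. Cells were seeded at 2000 cells/well, attached for 10-12 hours, then exposed to compounds for 30-36 hours at 37C before ONE-Glo luminescence.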
GLA spleen mod: alpha-galactosidase A (human) modulation; AID 2107; 0.008% of 240,000 active; human spleen homogenate, 4MU-alpha-Gal fluorescence, 40 min; Potency, µM (top dose mostly 80 µM), inactives show at the top dose activity change, negative = inhibition, most hits filed as inhibitors; P06280;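 also: 0% = enzyme with vehicle and -100% = no enzyme basal signal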
Target sequence (P06280 32-429 limits assumed): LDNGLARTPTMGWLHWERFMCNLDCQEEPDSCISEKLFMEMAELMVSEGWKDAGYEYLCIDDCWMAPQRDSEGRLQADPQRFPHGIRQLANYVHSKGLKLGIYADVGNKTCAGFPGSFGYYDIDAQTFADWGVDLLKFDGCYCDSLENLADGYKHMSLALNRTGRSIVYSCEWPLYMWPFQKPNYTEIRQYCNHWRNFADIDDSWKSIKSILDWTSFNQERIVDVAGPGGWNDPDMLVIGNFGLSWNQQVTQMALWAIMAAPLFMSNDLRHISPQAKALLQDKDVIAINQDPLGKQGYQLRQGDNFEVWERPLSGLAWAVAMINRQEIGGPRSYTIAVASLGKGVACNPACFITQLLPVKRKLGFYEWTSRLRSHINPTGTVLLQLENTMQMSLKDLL
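Human spleen homogenate (1 ug) was the enzyme source, with 4-methylumbelliferyl-alpha-D-galactopyranoside (1 mM final) in pH 5.0 citrate buffer with 0.01% Tween-20. Compounds were titrated; after 40 min at 37C, NaOH/glycine stop, 4-MU fluorescence read; AC50 from Hill fits.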
GAA glycogen: inhibitors or activators of human alpha-glucosidase glycogen cleavage; 0.38% of 300,000 active; recombinant GAA, glycogen substrate, Amplex Red glucose oxidase fluorescence; AID 2100; Potency, µM (titrated, usually from 76.4 µM), for inactives: top-dose activity change, negative = inhibition, hits mostly inhibitors;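 also: 0% = full enzyme reaction and -100% = no-enzyme basal signal; the screen sought inhibitors and activators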
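Recombinant enzyme (4 nM final) with compounds titrated up to 77 uM and bovine liver glycogen (30 ug) in citrate pH 5.0, 0.01% Tween-20, 37 C 40 min. Released glucose detected by Amplex Red/glucose oxidase (Ex 573/Em 610); AC50 from Hill fits.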
* = called active by the depositor; u = inconclusive; x = no result given; & = joins results of further samples; [ ] = another dose, or the depositor's remark. Unless noted, calls follow the shape of the dose curve; as a rule, active = well fitted curve in the direction sought with a large enough effect; inconclusive = small, poorly fitted or top-dose-only effect, or another doubt; inactive = no such curve, though single readings can be large; an effect the other way counts as inactive or inconclusive. Potency is read from the fitted curve at half-maximal effect. Not all compounds are listed, so the mix of outcomes need not match the whole.

molecule	ALDH1A1 block	aGlu spleen mod	GoLoco inh red	GAA inhib	KDM4E inh	SMN2 splice enh	GLA spleen mod	GAA glycogen
CCNc1nc(Oc2ccc(C#N)cc2)cc(C(F)(F)F)n1	4%	-6%	13%	2%	u	-13%	6%	-11%
O=C(CSc1ccccc1)Nc1cccnc1	u	-1%	-7%	-14%	6%	-3%	-4%	-7%
CCN1C(C)=C(C)S/C1=C1\SC(=S)N(N)C1=O	20µM*	-1%	16%	0%	25%	-3%	2%	-8%
CC1=C(C)CS(=O)N(c2ccc(S(N)(=O)=O)cc2)C1 (stereo not given)	-2%	-9%	-9%	-8%	5%	15%	-4%	-13%
CC(C)(C)c1ccc(COn2ccnc2)cc1	-7%	1%	4%	-2%	2%	0%	1%	11%
COC(=O)CSc1nnc(-c2cccnc2)n1-c1cccc(OC)c1	1%	0%	-1%	4%	1%	-5%	-2%	6%
Cc1ccc(S(=O)(=O)C(C#N)c2nc3ccccc3nc2N2CCCC2)cc1C (stereo not given)	u	10%	67%[activator]	u	u	-13%	25%	-27%
Cc1c(Cl)cccc1NC(=O)CSCc1cc(=O)[nH][nH]1	u	1%	7%	-10%	-3%	10%	3%	u
COC(=O)c1ccc(OCC2c3cc(OC)c(OC)cc3CCN2C(C)=O)cc1 (stereo not given)	3%	x	6%	-14%	1%	-37%[inhibitor]	-6%	-3%
Cn1c(=O)c2c(ncn2CC(=O)N/N=C/c2cn[nH]c2-c2ccc(F)cc2)n(C)c1=O	9%	0%	4%	5%	-3%	-13%	-11%	0%
Cc1c(-c2ccccc2)oc2c(C(=O)N3CCN(c4ccccc4F)CC3)cccc2c1=O	11%	-4%	-5%	3%	-1%	-40%[inhibitor]	-3%	5%
CCn1c(COc2ccc(C)cc2)nnc1SCC(=O)C(C)(C)C	-15%	-2%	3%	-18%	-8%	-24%	-11%	-12%
O=C1CCN(C(=S)NCCc2ccccc2)CC1	0%	-13%	10%	-1%	3%	-5%	-14%	1%
Cc1ccc(C(=O)Nc2cccc(C(F)(F)F)c2)cc1NC(=O)c1csc(-c2ccncc2)n1	x	-2%	10%	x	0%	x	1%	-3%
CC(C)[C@H]1CC[C@@H](C)C[C@H]1O	-8%	13%	1%	x	7%	x	4%	x

Filtered by structure, those above with a tert-butyl group
molecule	ALDH1A1 block	aGlu spleen mod	GoLoco inh red	GAA inhib	KDM4E inh	SMN2 splice enh	GLA spleen mod	GAA glycogen
CC(C)(C)c1ccc(COn2ccnc2)cc1	-7%	1%	4%	-2%	2%	0%	1%	11%
CCn1c(COc2ccc(C)cc2)nnc1SCC(=O)C(C)(C)C	-15%	-2%	3%	-18%	-8%	-24%	-11%	-12%

Next results:
molecule	ALDH1A1 block	aGlu spleen mod	GoLoco inh red	GAA inhib	KDM4E inh	SMN2 splice enh	GLA spleen mod	GAA glycogen
O=C(NCc1ccccc1)NCC12CC3CC(CC(C3)C1)C2	-2%	-3%	5%	1%	-1%	2%	-3%	5%
C=CCn1c(SCC#N)nc2sc(CC)cc2c1=O	u	4%	9%	-5%	-5%	6%	6%	-12%
O=C(NC(c1ccccc1)c1ccccc1)C1CCCC1	-4%	-8%	-7%	5%	-5%	-16%	-5%	-2%
Cc1csc(SCc2nnc(-c3ccc(Cl)cc3)o2)n1	-8%	-4%	6%	-3%	7%	u	3%	2%
COC(=O)c1cc2sccc2n1CC(=O)N1CCCc2ccccc21	-7%	1%	1%	-23%	-2%	-10%	5%	-1%
O=C1CNC(=O)c2c(nc3n2CCC3)N1	14%	5%	7%	1%	3%	7%	2%	6%
Cc1cc(C(=O)NNC(=O)Nc2cccc(C(F)(F)F)c2)no1	2%	-1%	5%	0%	6%	-1%	3%	-19%
COC(=O)CCCC1=CC2=CC(=O)C(C)(OC(=O)c3cnc4ccccc4n3)C(=O)C2=CO1 (stereo not given)	-9%	2%	-6%	x	-7%	10%	6%	x
COc1nccnc1NS(=O)(=O)c1ccc(NC(=S)NC(=O)c2ccccc2F)cc1	u	-7%	0%	0%	4%	5%	-2%	-1%
O=C(Nc1cccnc1)c1ccc(Cl)cc1[N+](=O)[O-]	4%	x	-2%	-2%	-9%	1%	-4%	6%
COC(=O)[C@@]1(Cc2ccc(OC)cc2)[C@H]2c3cc(C(=O)N4CCCC4)n(CCc4ccccn4)c3C[C@H]2CN1C(=O)c1ccccc1	-4%	2%	1%	x	5%	-20%	1%	x
Cc1csc(N(C(=O)CCNC(=O)c2ccc([N+](=O)[O-])cc2)c2ccccc2)n1	-3%	-3%	1%	5%	-1%	-32%	-2%	7%
CCNC(=O)[C@H]1O[C@@H](n2cnc3c(N)nc(NCCc4ccc(CCC(=O)O)cc4)nc32)[C@H](O)[C@H]1O	-10%	0%	-45%	x	u	-3%	2%	x
COc1cc(NC(=S)Nc2ccc(N(C)C(C)=O)cc2)cc(OC)c1	-7%	-3%	4%	6%	-11%	0%	-4%	6%
Cc1c(/C=C2\SC(=O)N(CC(=O)Nc3ccc4c(c3)OCO4)C2=O)c2ccccc2n1C	4%	-7%	27%	-17%	9%	-16%	2%	3%

Fetched one by one from above, five records:
molecule	ALDH1A1 block	aGlu spleen mod	GoLoco inh red	GAA inhib	KDM4E inh	SMN2 splice enh	GLA spleen mod	GAA glycogen
Cc1csc(N(C(=O)CCNC(=O)c2ccc([N+](=O)[O-])cc2)c2ccccc2)n1	-3%	-3%	1%	5%	-1%	-32%	-2%	7%
Cc1cc(C(=O)NNC(=O)Nc2cccc(C(F)(F)F)c2)no1	2%	-1%	5%	0%	6%	-1%	3%	-19%
COC(=O)CCCC1=CC2=CC(=O)C(C)(OC(=O)c3cnc4ccccc4n3)C(=O)C2=CO1 (stereo not given)	-9%	2%	-6%	x	-7%	10%	6%	x
COc1nccnc1NS(=O)(=O)c1ccc(NC(=S)NC(=O)c2ccccc2F)cc1	u	-7%	0%	0%	4%	5%	-2%	-1%
COC(=O)[C@@]1(Cc2ccc(OC)cc2)[C@H]2c3cc(C(=O)N4CCCC4)n(CCc4ccccn4)c3C[C@H]2CN1C(=O)c1ccccc1	-4%	2%	1%	x	5%	-20%	1%	x

Other records follow:
molecule	ALDH1A1 block	aGlu spleen mod	GoLoco inh red	GAA inhib	KDM4E inh	SMN2 splice enh	GLA spleen mod	GAA glycogen
O=C(O)c1ccc2c(c1)ncn2C1CCCCCC1	x	-1%	1%	-6%[15.4 µM]	-5%	x	-23%	4%
c1coc(-c2nnc(-c3cccs3)o2)c1	u	-9%	-5%	0%	u	11µM*	-15%	1%
Cc1ccc(S(=O)(=O)NNC(=S)Nc2cccc(C)c2C)cc1	x	0%	5%	x	0%	x	0%	u
O=C1c2ccccc2-c2onc3ccc(NCc4ccco4)c1c23	u	-3%	11µM*	-8%	-9%	-24%	-3%	-4%
Cn1c(CSc2nc3ccccc3s2)nnc1SCC(=O)NCCN1CCOCC1	3%	-2%	4%	1%	4%	-3%	-4%	8%
Cc1ccc(C(=O)Cn2c3c(sc2=N)CCCC3)cc1	u	4%&1%	5%&5%	x	-2%	0.5µM*	-4%&-6%	x
CC(c1ccccc1)C(CC(=O)O)C(=O)NC1CCCCC1 (stereo not given)	-4%	2%	5%	2%[15.4 µM]	5%	-11%	9%	-6%
Cc1ccc(NC(=S)Nc2ccc3cn[nH]c3c2)c(C)c1	u	-4%	2%	0%	-25%	1%	8%	-12%
Clc1ccc(-c2nn3c(-c4ccccn4)nnc3s2)c(Cl)c1	5%	1%	16%	-2%	0%	-16%	-2%	6%
CC(=O)c1c(C)[nH]c(C(=O)CSc2nc3ccccc3c(=O)n2CCCO)c1C	u	-3%	-1%	-4%	u	8%	-15%	4%
COc1cc(CCC(=O)OCC(N)=O)cc(OC)c1OC	2%	6%	2%	4%	7%	13%	5%	3%
Clc1nccc2c1ccc1ccccc12	-11%	-2%&2%	14%	x	-8%	-13%	-7%&10%	x
O=C1/C(=N\S(=O)(=O)c2cccs2)C([n+]2cccc(Cc3ccccc3)c2)=C([O-])c2ccccc21	x	-4%	-129%	x	1%	x	-5%	5%
Cc1ccc2c(c1)CC1(CN2C)C(=O)OC2(CCCCC2)OC1=O	u	-2%	x	6%	u	x	-3%	u
C=CCNC(=O)Nc1ccc(F)c(Cl)c1	0%	4%	13%	7%	4%	2%	-1%	23%

Continued:
Letter code – A = ALDH1A1 block; B = aGlu spleen mod; C = GoLoco inh red; D = GAA inhib; E = KDM4E inh; F = SMN2 splice enh; G = GLA spleen mod; H = GAA glycogen
Compound: COc1ccccc1CN1CC[C@@]2(CCCN(S(C)(=O)=O)C2)C1
  A: -9%; B: -10%; C: 2%; D: x; E: x; F: -5%; G: -5%; H: x
Compound: O=C(CN1CCN(c2ccccc2)CC1)Nc1cccc(C(F)(F)F)c1
  A: 1%; B: -13%; C: 1%; D: -5%; E: -2%; F: 20%; G: -4%; H: -7%
Compound: CS(=O)(=O)c1ccc2nc(NC(=O)Nc3cccc(Cl)c3)sc2c1
  A: u; B: 2%; C: 22%; D: -9%; E: u; F: -24%; G: 0%; H: 14%
Compound: CCNc1ncc2nc(-c3cn(C)c4ccccc34)c(=O)n(Cc3ccc(F)cc3)c2n1
  A: -7%; B: -10%; C: 1%; D: x; E: x; F: x; G: 6%; H: x
Compound: COC(=O)C1C(=O)c2c([nH]c(C(=O)OCCOC(C)C)c2C)CC1C (stereo not given)
  A: 1%; B: -7%; C: 9%; D: u; E: -4%; F: 1%; G: -6%; H: -2%
Compound: O=C(O)c1cccc(Nc2nc(N3CCOCC3)nc(N3CCOCC3)n2)c1
  A: -2%; B: 3%; C: 15%; D: -3%; E: -3%; F: 23%; G: 6%; H: -1%
Compound: Cc1nc(NC(=O)CSc2ccc(-c3nc4ccccc4[nH]3)cn2)sc1C
  A: 6%; B: 0%; C: 4%; D: 3%; E: u; F: 17%; G: 1%; H: -1%
